# From PubChem BioAssay
# p53ts 39C kill: cytotoxicity in p53ts cells at nonpermissive temperature. H1299-p53A138V viability at 39C, ATP luminescence, 24 h. Potency, µM (series often up to 46.1 µM), without a hit: at the highest dose activity change, negative = cell killing, most hits filed as cytotoxic. 130,000 tested, 1.5% active. AID 902; further: nearly all actives have a fitted effect of over 55% in size
# Imprint erasure: genomic imprint erasure induction; AID 1948; Potency, µM (titrated, usually from 60.7 µM), without a hit: at the top dose activity change, positive = activation, most hits filed as activators; mouse ES Peg3-LacZ reporter, beta-gal luminescence, 40 h; 110,000 tested, 0.02% active;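 further: 0% = negative control wells on the plate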
#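 Each well holds 300 Peg3LacZ-Neo (maternal) female ES cells incubated 40 h at 37C, 5% CO2. LacZ is measured by BetaGlo luminescence, with AC50 and maximum efficacy derived from dose-response curves.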
# p53ts 32C tox: cytotoxicity in p53ts cells at permissive temperature | H1299-p53A138V at 32C, ATP luminescence viability, 24 h | Potency, µM (doses to about 46.1 µM), for the others: at the top dose activity change, negative = cytotoxicity, hits mostly cytotoxic | 130,000 tested, 0.93% active;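 further: 0% = DMSO and -100% = full killing by reference compound; nearly all actives have a fitted effect of over 55% in size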
#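 H1299-p53 A138V cells (temperature-sensitive p53) exposed 24 h to up to 46 uM compound at 32C, where p53 is wild-type in conformation. Viability read as ATP luminescence and normalised to DMSO and 100 uM tamoxifen. AC50 fitted with the Hill equation.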
# IkB sig inh: suppresses IkB signaling in ABC-DLBCL reporter cells; ABC-DLBCL IkBa-CBG/CBR dual luciferase ratio, 4 h; response scale: scaled: untreated 0%, proteasome inhibitor 100%; 110,000 tested, 0.04% active; Potency, µM (highest dose often 57.1 µM), inactives show at the top dose IkBa stabilization activation; AID 445; active means well fitted curve in the direction sought with a large enough effect in the signal ratio, not every such curve was filed as active; inconclusive means small, poorly fitted or top-dose-only effect, or a change in a side signal; the % refers to the signal ratio;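 further: the direction sought is a rising ratio; 0% = basal untreated cells and 100% = reference inhibitor full response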
#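 Curves were fitted separately to fusion (green), unfused (red) and ratio luminescence, then classed by r2, magnitude and activity. Cells: OCI-Ly3, 4 h compound plus doxycycline at 37C; 10 uM MG-132 defined full response.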
# Starred values were filed as active, the others as inactive; ? = inconclusive; · = no result given; [ ] = another dose, or the depositor's remark. Unless noted, the call rests on the fitted dose curve; in most records, active means well fitted curve in the direction sought with a large enough effect; inconclusive means small, poorly fitted or top-dose-only effect, or another doubt; inactive means no such curve, though single readings can be large; an effect the other way counts as inactive or inconclusive. Unless noted, on the % scale 0 is the no-effect control and ±100 the full control effect; potency means the concentration at half of the fitted maximal effect.
SMILES,p53ts 39C kill,Imprint erasure,p53ts 32C tox,IkB sig inh
CCN(CCCNC(=O)CN1N=C(c2ccccc2)CCC1=O)c1ccccc1,-26%,-10%[10.9 µM],-1%,-0.3%
COc1ccc(C(=O)Nc2ccc(Cl)cn2)cc1Cl,-22%,-22%,?,?
CC(=O)c1cccc(NC(=O)CC2Oc3ccc(C)cc3NC2=O)c1 (configuration not stated),-5%,-10%,5%,4.0%
CC(C)CNC(=O)COC(=O)c1cc(S(=O)(=O)N2CCCCC2)ccc1N1CCOCC1,2%,-3%,3%,-2.0%
COC(=O)c1[nH]c2ccc(C)cc2c1NC(=O)CN1CCc2cc(OC)c(OC)cc2C1,2%,-20%,3%,?
Fc1ccc(-c2nnc(CN3CCN(c4ncc(C(F)(F)F)cc4Cl)CC3)o2)cc1,2%,-2%,-2%,-2.1%
O=C(Cn1ncc2c3ccccc3n(Cc3cccc(Cl)c3)c2c1=O)NCCCN1CCCCC1,4%,-6%[10.9 µM],0%,?
Cc1c(C(=O)N2CCOCC2)[nH]c2c1C(=O)CC(c1ccccc1Cl)C2 (configuration not stated),9%,-25%,17%,-1.8%
COC(=O)c1ccc(C2C(C(=O)OC(C)C)=C(C)N=C3SCCC(=O)N32)cc1 (configuration not stated),8%,-5%,6%,5.2%
CC(Oc1ccccc1F)C(=O)Nc1ccc(-c2nc3ccccc3s2)cc1 (configuration not stated),-27%,-16%[10.9 µM],?,-3.2%
O=c1c(N2CCCCC2)coc2ccccc12,-8%,-49%[inhibitor],-13%,-4.2%
CCOc1ccccc1C1CC(=O)Nc2cc3c(cc21)OCCO3 (configuration not stated),-7%,-20%,10%,5.4%
CCC(=O)N1CCc2cc(Br)cc(S(=O)(=O)N3CCC(C(=O)Nc4cccc(C)c4)CC3)c21,-4%,5%[10.9 µM],3%,?
CC(C)c1ccc(NS(=O)(=O)c2ccc3[nH]cc(C(=O)N4CCCC4)c(=O)c3c2)cc1,9%,?,10%,-0.9%
COc1ccc(CN2CCN(C(=O)CN3C(=O)C4C5C=CC(C5)C4C3=O)CC2)c(OC)c1OC (configuration not stated),-4%,-13%,-3%,7.8%
Cc1ccc2c(c1)CCCN2C(=O)c1ccc2c(c1)OCO2,0%,-12%,4%,1.0%
Cn1nnnc1SCC(=O)N1CCN(c2cccc(Cl)c2)CC1,3%,-4%,10%,2.0%
C=C(C)Cn1c(CCNC(=O)CCC)nc2ccccc21,-5%,-11%,4%,2.2%
COc1ccc(-c2nnc(N)s2)cc1,?,-40%[inhibitor],-24%,10%
COC(=O)[C@@]1(Cc2ccc(F)cc2)[C@@H]2[C@@H](CC(=O)[C@H]2CC(=O)C(=O)N2CCCC2)CN1C(=O)c1ccccc1,-10%,-26%,7%,·
Cc1nc2nc3c(cn2n1)C(=O)CC(C)(C)C3,19%,-2%,3%,-0.4%
CC12CC(NC(=O)N1c1ccc(C(=O)N3CCN(c4ccc(F)cc4)CC3)cc1)c1ccccc1O2 (configuration not stated),12%,-20%,-6%,?
c1ccc(CCc2nc(-c3ccncc3)no2)cc1,-4%,-6%,-6%,2.1%
Cc1cccc2cc(C#N)c(SCC(=O)N3CC(=O)Nc4ccccc43)nc12,-15%,-19%,10%,5.0%
COc1ccc(NS(=O)(=O)c2cccc3cccnc23)cc1,-7%,-2%,9%,-0.2%
# The listing continues:
SMILES,p53ts 39C kill,Imprint erasure,p53ts 32C tox,IkB sig inh
Cc1cccc(CCNC(=O)c2cc3ccccn3n2)c1,-18%,-4%[10.9 µM],-14%,18%
O=C(Cc1ccccc1)NC1CC(=O)N(c2ccc3c(c2)OCCO3)C1 (configuration not stated),-5%,11%[10.9 µM],-5%,-1.4%
COc1ccc(Br)cc1C(=O)Nc1cccc(-c2nnc(-c3ccco3)o2)c1,12%,-14%,1%,6.3%
Cc1sc2nc(C(C)Sc3nnc(C)n3-c3ccccc3)[nH]c(=O)c2c1C (configuration not stated),3%,-4%,5%,0.4%
C#CCSc1nnc(-c2cccc3ccccc23)o1,-8%,-25%,-5%,-0.9%
COc1cc2c(cc1OC)CN(C(=O)c1ccc(OC)c(S(=O)(=O)N3CCOCC3)c1)CC2,9%,-12%,8%,0.6%
COc1ccc(NC(=O)c2oc3ccccc3c2NC(=O)c2cc(C)cc(C)c2)c(OC)c1,9%,8%[10.9 µM],-4%,0.7%
CCOC(=O)Cn1c(=O)oc2cc(S(=O)(=O)N3CCCC(C)C3)ccc21 (configuration not stated),-6%,-6%[10.9 µM],4%,?
COc1ccc(-c2noc(CN3CCN(c4ccccc4)CC3)n2)cc1,-4%,-15%,-13%,-1.8%
CCN(c1ccccc1)S(=O)(=O)c1ccc(-c2cc(C)no2)s1,?,-12%[10.9 µM],-10%,0.3%
COc1ccc(C)cc1-n1nnc(C(=O)Nc2cccc(SC)c2)c1C,4%,-14%[10.9 µM],-12%,0.1%
COc1cccc2c1cc1c(=O)n(CC(=O)NCc3ccco3)nc(C)n12,-6%,23%[10.9 µM],8%,0.2%
CC(NC(=O)Nc1nnc(C(F)(F)F)s1)N1C(=O)C2C3C=CC(C3)C2C1=O (configuration not stated),1%,-11%,-4%,0.6%
O=C(c1ccccc1)N1CCN(Cc2ccccc2Br)CC1,8%,-11%,-1%,-0.4%
Cc1[nH]n(-c2ccccc2)c(=O)c1-c1ccccc1,3%,-5%,-19%,?
COc1ccc(-c2c(C#N)c(SCC(=O)Nc3cccc(Cl)c3)nc(C)c2C(=O)Nc2ccccc2)cc1OC,2%,-14%[10.9 µM],11%,1.8%
Cc1cc(-c2ccc(S(=O)(=O)Nc3cccc(Cl)c3C)cc2)on1,-24%,-11%[10.9 µM],4%,?
O=C(c1cnccn1)N1CCC2(CCN(Cc3ccccc3)CC2)CC1,-8%,·,-9%,2.4%[11.4 µM]
CC(=O)Nc1ccc(S(=O)(=O)N2CCC(NC(C)=O)(c3cccc(F)c3)CC2)cc1,1%,9%,4%,1.4%
CC(Oc1ccc(Cl)cc1)C(=O)Nc1ncccn1 (configuration not stated),0%,-1%,-9%,4.2%
FC(F)(F)c1nnc2ccc(N3CCOCC3)nn12,-2%,-14%,4%,-1.1%
COc1cc(NC(=O)CN2CC(c3ccccc3)CC2=O)cc(OC)c1 (configuration not stated),-5%,-7%,6%,-0.8%
CCOc1ccc(CCNC(=O)c2ccc3nc(CC)c(CC)nc3c2)cc1,15%,-13%[10.9 µM],9%,-0.5%
Cc1cccc(OCC(=O)Nc2ccc(S(=O)(=O)Nc3onc(C)c3C)cc2)c1C,-2%,-6%[10.9 µM],-5%,?
O=C(c1cnn(-c2ccccc2)c1-n1cccc1)N1CCN(C2CCCCC2)CC1,5%,-11%,0%,-0.6%
# (list continues)
SMILES,p53ts 39C kill,Imprint erasure,p53ts 32C tox,IkB sig inh
CC(=O)c1cccc(NC(=O)CCn2nc(C)c(S(=O)(=O)N(C)C)c2C)c1,-29%,-9%[10.9 µM],1%,0.5%
CCn1c(=O)cc(N2CCCCC2)[nH]c1=O,-9%,-3%,4%,0.2%
Cc1ccc(C)c2[nH]c(=O)c(C(c3nnnn3CCc3ccccc3)N3CCOCC3)cc12 (configuration not stated),5%,12%,-4%,-0.5%
COc1ccc(-n2c(Cc3cccn3C)nnc2SCC(=O)Nc2ccccc2OC)cc1,-5%,-18%,9%,?
CCOC(=O)c1csc(NC(=O)CSc2nnnn2CC)n1,15%,-4%,15%,0.2%
COc1ccccc1CNC(=O)CSc1ncc2c(n1)-c1cc(Cl)ccc1N(Cc1ccccc1)S2(=O)=O,-5%,-10%[10.9 µM],9%,?
Nn1c(COc2ccccc2)nnc1SCc1cc(=O)[nH]c2ccccc12,8%,6%,6%,0.5%
CN1CCN(c2nc3c(c(=O)n(C)c(=O)n3C)n2CC(=O)C23CC4CC(CC(C4)C2)C3)CC1,16%,-4%,10%,3.1%
COc1ccc(C)cc1NC(=O)C1CCCN(S(=O)(=O)c2cccc3nonc23)C1 (configuration not stated),-3%,-1%,-12%,-0.1%
COc1ccc(C(CNC(=O)c2oc3cc(Br)ccc3c2C)N2CCCCC2)cc1 (configuration not stated),-26%,-16%[10.9 µM],-1%,?
CCCC(c1nnnn1Cc1cccs1)N1CCN(c2nc3ccccc3s2)CC1 (configuration not stated),13%,-12%,-1%,?
COC(=O)c1sccc1S(=O)(=O)N1CCN(c2cccc(C)c2C)CC1,-18%,14%[10.9 µM],-9%,?
CCC1(C(=O)OC)NC(c2ccco2)C2C(=O)N(c3ccccc3)C(=O)C21 (configuration not stated),22%,-3%,1%,4.9%
COc1cc(-c2csc(C)n2)ccc1O,9%,-17%,-1%,?
CC1=[N+]([O-])C(C)(C)C(C)N(O)C1=O (configuration not stated),3%,-3%,-1%,0.7%
COc1ccc(CCNS(=O)(=O)c2cc(-c3onc(C)c3C)ccc2OC)cc1OC,-10%,-14%[10.9 µM],3%,0.6%
CCN(CC)S(=O)(=O)c1cc(C(=O)O)ccc1Cl,13%,14%,1%,-0.1%
c1nc(N2CCOCC2)c2cc(-c3ccoc3)ccc2n1,-10%,-5%,5%,-3.9%[11.4 µM]
CCc1nnc(NC(=O)CSc2nc3c(cc2C#N)CCC3)s1,2µM*,-44%[inhibitor],2µM*,-2.1%
O=C(COC(=O)c1cccs1)NCCC1=CCCCC1,-22%,·,-3%,·
Cc1ccc(Cn2nnnc2CN2CCC(O)(c3ccc(F)cc3)CC2)cc1,-17%,-8%,-1%,3.4%
CCOc1ccc(CNC(=O)c2cnc3sc(N4CCOCC4)nn3c2=O)cc1OC,6%,1%[10.9 µM],8%,-3.1%
CCOC(=O)N1CCN(C(=O)c2oc3ccc(S(=O)(=O)N4CCOCC4)cc3c2C)CC1,18%,1%,17%,0.3%
CC(NC(=O)Cn1c(=O)oc2cc(S(=O)(=O)N3CCCCCC3)ccc21)c1ccccc1 (configuration not stated),5%,12%[10.9 µM],-8%,-4.3%
Cc1cc(NC(=O)CSc2nnc(-c3cccnc3)n2C)no1,-7%,-3%,-2%,-0.1%
O=C(OCc1cccc(C(F)(F)F)c1)c1ccc(-c2nnn(Cc3ccc(F)cc3)n2)cc1,23%,-9%[10.9 µM],-3%,-2.9%
CCOc1ccc(/C=C/c2nc(C#N)c(NC(C)CC)o2)cc1 (configuration not stated),?,-13%[10.9 µM],22%,0.0%
CCOc1ccc(NC(=O)CCc2c(C)nn(-c3ccc(N4CCCC4)nn3)c2C)cc1,-20%,-13%[10.9 µM],-3%,-1.9%
CCOc1ccccc1Nc1nnc(SCc2ccc(C(=O)OC)o2)s1,-13%,-21%,-1%,?

# Entries shown so far containing a Cl atom, in the order listed:
SMILES,p53ts 39C kill,Imprint erasure,p53ts 32C tox,IkB sig inh
COc1ccc(C(=O)Nc2ccc(Cl)cn2)cc1Cl,-22%,-22%,?,?
Fc1ccc(-c2nnc(CN3CCN(c4ncc(C(F)(F)F)cc4Cl)CC3)o2)cc1,2%,-2%,-2%,-2.1%
O=C(Cn1ncc2c3ccccc3n(Cc3cccc(Cl)c3)c2c1=O)NCCCN1CCCCC1,4%,-6%[10.9 µM],0%,?
Cc1c(C(=O)N2CCOCC2)[nH]c2c1C(=O)CC(c1ccccc1Cl)C2 (configuration not stated),9%,-25%,17%,-1.8%
Cn1nnnc1SCC(=O)N1CCN(c2cccc(Cl)c2)CC1,3%,-4%,10%,2.0%
COc1ccc(-c2c(C#N)c(SCC(=O)Nc3cccc(Cl)c3)nc(C)c2C(=O)Nc2ccccc2)cc1OC,2%,-14%[10.9 µM],11%,1.8%
Cc1cc(-c2ccc(S(=O)(=O)Nc3cccc(Cl)c3C)cc2)on1,-24%,-11%[10.9 µM],4%,?
CC(Oc1ccc(Cl)cc1)C(=O)Nc1ncccn1 (configuration not stated),0%,-1%,-9%,4.2%
COc1ccccc1CNC(=O)CSc1ncc2c(n1)-c1cc(Cl)ccc1N(Cc1ccccc1)S2(=O)=O,-5%,-10%[10.9 µM],9%,?
CCN(CC)S(=O)(=O)c1cc(C(=O)O)ccc1Cl,13%,14%,1%,-0.1%

# Random excerpt: 2 records from the list, in no set order.
SMILES,p53ts 39C kill,Imprint erasure,p53ts 32C tox,IkB sig inh
O=C(COC(=O)c1cccs1)NCCC1=CCCCC1,-22%,·,-3%,·
COc1ccc(CCNS(=O)(=O)c2cc(-c3onc(C)c3C)ccc2OC)cc1OC,-10%,-14%[10.9 µM],3%,0.6%
